Screening results deposited in PubChem by several laboratories.
NRP1-CendR mod: modulators of CendR peptide binding to NRP-1, primary screen, biochemical, fluorescence polarization, uHTS; Neuropilin-1 (Homo sapiens), O14786; FAM-RPARPAR peptide binding to NRP-1; inhibition, % at 25 µM; 360,000 tested, 0.85% active;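 active = inhibition or corrected inhibition above about 18%, plus a signal ratio from 0.5 to 1.5, limit read from the data, passing the limit was not always enough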; also: strong numbers were not always called active
MsrA act: bovine MsrA enzyme activators, primary screen, biochemical, absorbance, HTS; purified bovine MsrA, absorbance read-out; activation, % at 10.6 µM; AID 602163, 2012; 360,000 tested, 0.3% active; in the data active = activation above about 7.5%;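 also: 0% = vehicle and 100% = reference activator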
E coli Lon inh: inhibitors of E. coli Lon protease, primary screen, biochemical, fluorescence polarization; purified E. coli Lon protease; 360,000 tested, 0.42% active; inhibition, % at 7.94 µM; AID 602123, 2011; in the data active = inhibition above about 13%, passing the limit was not always enough;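 also: 0% = enzyme with probe and DMSO and 100% = no enzyme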
Scp-1 inhibitor: Scp-1 phosphatase inhibitors, primary screen, biochemical, colorimetric, uHTS; 340,000 tested, 0.88% active; Carboxy-terminal domain RNA polymerase II polypeptide A small phosphatase 1 (Homo …; inhibition, % at 20 µM; Recombinant Scp1, phosphopeptide, malachite green phosphate absorbance;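 active = inhibition above about 50% at 20 µM, limit read from the data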;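 also: plate controls were DMSO wells with enzyme for no effect and wells lacking enzyme for full effect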
Target sequence (Q9GZU7 76-261 limits assumed): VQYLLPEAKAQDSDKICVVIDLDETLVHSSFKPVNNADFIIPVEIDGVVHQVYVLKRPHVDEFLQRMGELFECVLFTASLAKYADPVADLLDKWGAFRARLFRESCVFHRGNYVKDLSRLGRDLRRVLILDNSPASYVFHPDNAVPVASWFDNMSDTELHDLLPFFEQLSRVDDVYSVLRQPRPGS
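Assay system: SCP-1 catalytic fragment, aa 76-261 | Buffer or medium: Tris acetate buffer pH 5.5 with MgCl2 and Tween-20 | Compound: One concentration, 20 µM, with 1.0% DMSO | Also added: Phospho 17-mer peptide substrate | Signal: Absorbance at 630 nm | Incubation: 45 min enzyme reaction at room temperature | Measure: % inhibition of SCP-1 phosphate liberation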
SUMO1 PPI mod: modulators of SUMO1 protein-protein interactions, primary screen, biochemical, uHTS | SUMO1 binding to a labelled peptide, TR-FRET, 1 h | 360,000 tested, 0.33% active | inhibition, % at 20 µM; in the data active = inhibition above about 37%
Target sequence (P63165 whole entry, looked up): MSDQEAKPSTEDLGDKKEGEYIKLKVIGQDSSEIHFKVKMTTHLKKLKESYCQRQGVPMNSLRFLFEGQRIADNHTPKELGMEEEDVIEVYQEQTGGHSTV
STEP inh: STEP phosphatase inhibitors, primary screen, biochemical, fluorescence intensity, uHTS | Tyrosine-protein phosphatase non-receptor type 5 (Homo sapiens), P54829 | recombinant STEP, OMFP fluorogenic substrate | inhibition, % at 20 µM | 360,000 tested, 0.25% active;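 active = inhibition at 20 µM, scaled per plate between control wells, above about 37%, limit read from the data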;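 also: 0% = DMSO with enzyme and substrate and 100% = substrate only without enzyme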
Target sequence (P54829 whole entry, looked up): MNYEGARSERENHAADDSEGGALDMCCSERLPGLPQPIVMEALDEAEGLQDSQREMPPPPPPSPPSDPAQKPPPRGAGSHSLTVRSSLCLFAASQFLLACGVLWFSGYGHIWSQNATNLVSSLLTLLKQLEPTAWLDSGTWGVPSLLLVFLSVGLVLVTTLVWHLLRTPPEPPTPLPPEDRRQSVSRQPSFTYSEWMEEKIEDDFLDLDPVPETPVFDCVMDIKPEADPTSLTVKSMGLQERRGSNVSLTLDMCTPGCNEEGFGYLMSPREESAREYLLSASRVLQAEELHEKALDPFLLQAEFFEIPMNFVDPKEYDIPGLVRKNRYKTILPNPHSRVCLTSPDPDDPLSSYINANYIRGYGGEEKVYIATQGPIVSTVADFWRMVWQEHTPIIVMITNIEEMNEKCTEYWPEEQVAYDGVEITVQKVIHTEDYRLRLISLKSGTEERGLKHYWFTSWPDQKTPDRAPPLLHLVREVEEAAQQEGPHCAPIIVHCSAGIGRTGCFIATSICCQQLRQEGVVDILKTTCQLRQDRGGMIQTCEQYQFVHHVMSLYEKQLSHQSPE
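Measure: Control-normalized % inhibition with plate pattern correction | Test system: STEP phosphatase, cell-free reaction | Medium: pH 6.0 Bis-Tris with DTT and Tween 20 | Technique: Fluorescence, 480/540 nm | Times: Reaction 20 min, ambient temperature | Doses: Single compound dose of 20 µM, 1% DMSO final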
TbMetRS inhib: T. brucei MetRS inhibitors, primary screen, biochemical, luminescence. purified T. brucei MetRS, ATP depletion, Kinase-Glo luminescence. 360,000 tested, 0.4% active. inhibition, % at 11.9 µM. AID 624268, 2012;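 active = inhibition above a per-plate cutoff of the control wells' mean inhibition plus 3 SD, cut at about 5.5% in these data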;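 also: 0% = DMSO wells median and 100% = median of wells with control inhibitor compound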
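System: purified T. brucei MetRS enzyme / Detection: Kinase-Glo luciferase luminescence reporting remaining unconsumed ATP / Medium: HEPES buffer with MgCl2, KCl, DTT, spermine, BSA, pyrophosphatase / Replication: singlicate, one well per compound / Evaluation: percent inhibition relative to median high and low control wells / Schedule: 2 h aminoacylation at 25 °C after 15 min preincubation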
MsrA inhibitor: bovine MsrA enzyme inhibitors, primary screen, biochemical, absorbance, HTS; 360,000 tested, 0.75% active; inhibition, % at 15.5 µM; purified bovine MsrA, absorbance read-out; in the data active = inhibition above about 4.5%;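 also: 0% = vehicle wells with enzyme and 100% = reference inhibitor wells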
DNMT1 inh: human DNMT1 methyltransferase inhibitors, primary screen, biochemical, molecular beacon, fluorescence, HinP1I cleavage, uHTS; inhibition (reported as % activation of signal), % at 10 µM; DNA (cytosine-5)-methyltransferase 1 (Homo sapiens), P26358; 360,000 tested, 0.83% active; AID 588458, 2011; in the data active = inhibition above about 50%
LMPTP block: LMPTP phosphatase inhibitors, primary screen, biochemical, fluorescence intensity, uHTS | 360,000 tested, 0.22% active | Low molecular weight phosphotyrosine protein phosphatase (Homo sapiens), P24666 | AID 651560, 2012 | inhibition, % at 20 µM | recombinant LMPTP-A, OMFP fluorogenic substrate;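 active = compounds that cut the enzyme signal by at least half of the control window in the single-dose screen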;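 also: plate controls were DMSO wells with enzyme plus substrate for no effect and substrate without enzyme for full effect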
Target sequence (P24666 whole entry, looked up): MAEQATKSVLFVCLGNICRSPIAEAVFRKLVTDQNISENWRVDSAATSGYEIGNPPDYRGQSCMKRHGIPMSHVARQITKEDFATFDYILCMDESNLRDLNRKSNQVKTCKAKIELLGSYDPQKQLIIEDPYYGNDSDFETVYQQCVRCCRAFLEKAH
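Test system – LMPTP-A phosphatase enzyme · Quantity – 0.625 nM LMPTP-A final · Reagent – OMFP substrate, 400 µM final · Dosing – one test concentration per compound, 20 µM, with 3% DMSO overall · Timing – 50 min enzyme reaction at room temperature, protected from light · Detection – fluorescence intensity · Controls – substrate-only low control, DMSO enzyme-plus-substrate high control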
* = called active by the depositor; . = no result given.

SMILES | NRP1-CendR mod | MsrA act | E coli Lon inh | Scp-1 inhibitor | SUMO1 PPI mod | STEP inh | TbMetRS inhib | MsrA inhibitor | DNMT1 inh | LMPTP block
CCOc1ccc(NS(=O)(=O)N(C)C)cc1 | -6 | 5 | -9 | -6 | 4 | 4 | -0.3 | -0.3 | 11 | 0.5
COC(=O)N1C(=O)[C@@](c2ccc(OC)cc2)(C(C)C)N1C(=O)OC | 1 | -14 | 5 | 2 | 1 | -1 | 0.1 | . | 3 | 0.1
COc1ccccc1-c1c(C)[nH]n2c(=O)c(Cc3ccccc3)c(C)nc12 | 8 | -3 | -8 | -3 | 11 | -3 | -0.9 | -0.1 | 0 | -0.2
C[C@]12C(=O)N(c3ccccc3)C(=O)N1[C@@H]1c3ccccc3OC[C@@H]1[C@H]2c1ccccc1 | -2 | -7 | -1 | -9 | -2 | 2 | 0.1 | -0.5 | 2 | -0.3
COc1ccc(CNC(=O)COC(=O)c2cccs2)cc1 | 7 | -12 | 6 | -44 | 0 | -4 | -0.5 | 1.0 | 3 | -1.5
O=C1OCCC1=Cc1ccccc1 | -3 | 0 | -18 | -12 | -10 | 1 | -0.3 | 0.0 | 3 | -0.5
O=C(NC1CCN(Cc2ccccc2)CC1)c1ccc(Oc2cc(Cl)cc(Cl)c2)o1 | 2 | -3 | 2 | -11 | 2 | -2 | -0.5 | -1.4 | -1 | -0.5
COCCNC(=O)CCc1nc(-c2ccccc2)no1 | -6 | -10 | 2 | 5 | -4 | -4 | 1.0 | -0.3 | 16 | -0.4
O=C(NCc1nnc(SCC(=O)N2CCOCC2)o1)c1c(F)cccc1F | 12 | -5 | 4 | -2 | 2 | -1 | 0.0 | 0.3 | 2 | -2.2
CC1CC(C)CN(C(=O)c2ccc(C#N)cc2)C1 (centres undefined) | -6 | -3 | -18 | -7 | -1 | -3 | -0.7 | -0.7 | 1 | -2.7
COc1ccccc1C1CC(=O)Oc2cc(C)c(Cl)cc21 (centres undefined) | -27 | -1 | 3 | -7 | 14 | -2 | 0.7 | 0.3 | 6 | 3.3
CCC(C)(C)NC(=O)C(c1ccc(OC)cc1)N(Cc1ccccc1)C(=O)CCC(=O)Nc1cc(C)on1 (centres undefined) | -1 | -5 | 16 | -8 | 0 | 2 | -0.3 | -1.0 | 1 | -0.2
Cc1c(O)nc(SC2CC(=O)N(c3cc(Cl)cc(Cl)c3)C2=O)[nH]c1=O (centres undefined) | 0 | -2 | 6 | -14 | 3 | 0 | -0.4 | 0.0 | 4 | -0.6
COc1ccc(NC(=O)Cn2nnc(C(=O)NCc3cccc(OC)c3)c2N)cc1 | -1 | -5 | -4 | -3 | 10 | -11 | 0.2 | 0.7 | -1 | -0.1
CCCCC(CCC(=O)NNC(=O)Cc1ccccc1)C(=O)O (centres undefined) | 0 | -9 | -4 | 4 | 4 | 1 | -1.2 | -0.6 | 4 | 0.8
Cc1ccc(S(=O)(=O)NCCC(=O)NCCOc2ccccc2)cc1 | 10 | -3 | 4 | -1 | -2 | -2 | -0.3 | -0.2 | 1 | -2.5
c1ccc2cc(OCCCn3ccnc3)ccc2c1 | -6 | -11 | 7 | 6 | 1 | -5 | -2.3 | -1.0 | 9 | 0.7
COc1ccccc1C(=O)Nc1ccc(S(=O)(=O)N2CCCCC2c2cccnc2)cc1 (centres undefined) | 10 | -4 | 5 | 4 | -2 | 0 | 0.0 | 0.3 | 0 | -0.1
Cc1cc(NC(=O)CSc2cn(CCNC(=O)c3ccc(Cl)cc3)c3ccccc23)no1 | -5 | -2 | -5 | -5 | 21 | -2 | -0.4 | -0.1 | 1 | 0.4
Oc1c(CN2CCCCC2)cc(Br)c2cccnc12 | 2 | 1 | 8 | -14 | -3 | 1 | -0.1 | 0.6 | -15 | 1.5

4 structures from above, ordered by formula weight, ascending.
SMILES | NRP1-CendR mod | MsrA act | E coli Lon inh | Scp-1 inhibitor | SUMO1 PPI mod | STEP inh | TbMetRS inhib | MsrA inhibitor | DNMT1 inh | LMPTP block
COCCNC(=O)CCc1nc(-c2ccccc2)no1 | -6 | -10 | 2 | 5 | -4 | -4 | 1.0 | -0.3 | 16 | -0.4
O=C(NCc1nnc(SCC(=O)N2CCOCC2)o1)c1c(F)cccc1F | 12 | -5 | 4 | -2 | 2 | -1 | 0.0 | 0.3 | 2 | -2.2
O=C(NC1CCN(Cc2ccccc2)CC1)c1ccc(Oc2cc(Cl)cc(Cl)c2)o1 | 2 | -3 | 2 | -11 | 2 | -2 | -0.5 | -1.4 | -1 | -0.5
CCC(C)(C)NC(=O)C(c1ccc(OC)cc1)N(Cc1ccccc1)C(=O)CCC(=O)Nc1cc(C)on1 (centres undefined) | -1 | -5 | 16 | -8 | 0 | 2 | -0.3 | -1.0 | 1 | -0.2

Continuation:
SMILES | NRP1-CendR mod | MsrA act | E coli Lon inh | Scp-1 inhibitor | SUMO1 PPI mod | STEP inh | TbMetRS inhib | MsrA inhibitor | DNMT1 inh | LMPTP block
Cc1cc(SCC(=O)NC(=O)NCc2ccco2)nc2ccccc12 | -2 | -1 | 7 | 0 | 4 | 2 | -0.3 | 0.4 | -1 | 2.3
O=c1oc2c(-c3ccc([N+](=O)[O-])cc3)cc(O)cc2s1 | -4 | 2 | 4 | 103* | 67* | 20 | 0.0 | 7.5* | 11 | 46
CCOc1ccc(C2CC(=O)c3c([nH]c(C(=O)OC)c3C)C2)cc1OC (centres undefined) | -14 | -4 | -9 | -12 | -1 | -5 | -1.3 | -0.9 | 3 | -1.3
CN(C(=O)/C=C/c1ccc(F)cc1)C1CCCCC1 | -8 | -1 | -16 | -7 | -10 | 0 | -0.5 | -0.7 | -2 | -0.1
c1ccc2c(c1)[nH]c1c(N3CCN(C4CCCCC4)CC3)ncnc12 | 10 | 2 | -3 | -7 | 5 | 1 | 1.5 | 0.8 | 6 | 2.4
COc1ccc(C2/C(=C(\O)c3ccc4c(c3)OCCO4)C(=O)C(=O)N2Cc2cccnc2)cc1 (centres undefined) | 0 | -1 | -4 | 2 | -17 | 2 | 0.0 | 2.2 | -1 | 2.9
CCN(CC)CC(=O)Nc1ccc2c(c1)N(C(=O)CN(CC)CC)c1ccccc1CC2 | -2 | -2 | -8 | -8 | -2 | -1 | 0.2 | 0.6 | -5 | -0.3
Cc1nn(-c2ccccc2)c(C)c1C(=O)NCCc1ccc(Cl)cc1 | 5 | 1 | -1 | -8 | 4 | 2 | -0.3 | -0.7 | -2 | -1.3
COC(=O)CN1C(=O)[C@H]2[C@@H](/C=C/c3ccccc3)N3C(=O)CN(Cc4ccccc4)C(=O)[C@@]3(C)[C@H]2C1=O | 2 | -3 | -15 | -2 | -1 | -4 | -0.3 | -1.7 | 2 | -1.0
Cc1cc(C(F)F)n2ncc(C(=O)NC3CCCCCC3)c2n1 | -14 | -5 | 8 | -7 | -1 | 2 | -1.1 | 0.2 | 1 | -2.9
CCOC(=O)N1CCN(C(=S)NC(=O)C23CC4CC(CC(C4)C2)C3)CC1 | 3 | -10 | 6 | -2 | -3 | 2 | -1.1 | 1.6 | -1 | -0.1
CCOc1ccc(CCNC(=O)c2nn(C)c3c2CS(=O)(=O)c2ccccc2-3)cc1OCC | -3 | -2 | -5 | -10 | 5 | -3 | 0.0 | -1.0 | 1 | -0.3
CC1CCCN(C(=O)c2nn(C)c3c2CS(=O)(=O)c2ccccc2-3)C1 (centres undefined) | 10 | -1 | 10 | -3 | -3 | 2 | -0.6 | 1.1 | 1 | 0.5
Cc1occc1-c1nnc(SCC(=O)N2CCOCC2)o1 | 11 | 1 | 2 | -7 | 1 | -11 | 0.4 | 1.4 | 4 | -2.1
Clc1ccc(-c2cn3ccccc3n2)cc1 | -8 | -5 | -2 | -4 | -3 | 0 | -2.7 | 0.0 | 7 | 0.2
COc1ccc(NC(=O)CN(C)CC(=O)Nc2sc3c(c2C#N)CCC3)cc1 | 0 | -3 | -5 | -2 | 4 | 2 | 0.0 | 1.3 | -3 | 2.6
COc1ccc(/C=N/NC(=O)C(Cc2c[nH]c3ccccc23)NC(=O)OCC(C)C)cc1[N+](=O)[O-] (centres undefined) | 11 | 0 | -1 | 65* | -6 | -1 | -0.3 | 0.2 | -4 | -0.7
O=C(CNC(=O)c1ccco1)Nc1ccc(N2CCCCCC2)cc1 | 7 | -3 | -3 | -1 | 6 | -2 | -0.4 | 1.2 | -4 | -0.3
CCOc1ccc(OCC(=O)Nc2ccccc2C(F)(F)F)cc1 | 0 | -2 | -1 | -5 | 3 | -1 | 0.9 | 2.1 | 0 | -0.6
COc1cccc(CNC(=O)c2cccc(NC(=O)C3=C(C)OCCS3)c2)c1 | -5 | -2 | -14 | -5 | -3 | -1 | 0.0 | -1.2 | 3 | -0.9
Cc1cccc(CCNC(=O)CNS(=O)(=O)c2ccc3nc(C)sc3c2)c1 | 2 | -3 | 5 | 9 | 2 | -2 | -0.3 | -0.4 | 2 | -1.3
Nc1nc(NCCO)nc(NCc2ccccc2)c1[N+](=O)[O-] | 9 | -3 | 0 | -2 | -10 | -1 | -0.3 | . | -2 | -1.3
O=c1c(-c2ccc(O)cc2)coc2cc(O)cc(O)c12 | 6 | -3 | -9 | 7 | 15 | -3 | 0.2 | 2.8 | 1 | -1.1
NC(=O)CC1C(=O)N(c2ccccc2)C(=S)N1NC(=O)c1ccc(Br)cc1 (centres undefined) | -6 | 3 | 3 | -9 | 0 | 0 | -0.9 | 0.8 | -1 | -1.3
CCOC(=O)C1=C(C)N=C(SC)N(C)C1c1ccccc1 (centres undefined) | 2 | -8 | -3 | -3 | -1 | -3 | -0.6 | 2.5 | 5 | -0.8
COc1ccc(NC(=O)c2cccc3ccccc23)cc1 | -2 | -12 | 10 | 36 | 3 | -1 | -1.2 | 1.5 | 1 | -2.2
COc1cccc(C2CC(c3ccc(C(C)C)cc3)n3nc(N)nc3N2)c1 (centres undefined) | -1 | -4 | -6 | 11 | 11 | 2 | 0.1 | 1.6 | -3 | 0.3
CCCC[C@@H](CNC)NC[C@H](Cc1ccc(O)cc1)NCCc1ccc(OCC)cc1 | 5 | -5 | 4 | -3 | -24 | -2 | 0.2 | -1.7 | -4 | -0.1
CNC(=O)c1[nH]cnc1C(=O)Nc1ccc(OC)cc1 | 19 | -1 | 2 | -2 | 1 | 2 | -0.3 | -0.4 | 2 | 0.5
